Bioassay records (PubChem BioAssay)
SENP8 block-1 – blocks human SENP8 cleavage of Nedd8 substrate. 0.64% of 360,000 active. recombinant SENP8, Nedd8 substrate fluorescence. AID 602440. inhibition, % at 20 µM; in the data active means inhibition mostly above about 40%, no sharp cut-off; inactive means mostly below about 27%
Target sequence (Q96LD8 whole entry, looked up): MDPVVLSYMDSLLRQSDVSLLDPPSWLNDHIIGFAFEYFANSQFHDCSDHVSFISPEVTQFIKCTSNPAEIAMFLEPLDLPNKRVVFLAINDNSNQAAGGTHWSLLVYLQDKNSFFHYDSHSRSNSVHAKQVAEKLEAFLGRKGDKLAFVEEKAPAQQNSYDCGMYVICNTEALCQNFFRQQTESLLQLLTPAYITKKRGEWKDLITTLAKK
HKDC1 inhibitor – blocks human hexokinase HKDC1 activity; recombinant HKDC1, G6PDH/diaphorase resazurin coupled fluorescence; inhibition, % at 20 µM; AID 493160; 0.16% of 340,000 active; Q2TB90;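 active means inhibition above about 35% when tested at 20 µM, limit read from the data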;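 further: plate controls were DMSO wells with enzyme for no effect and DMSO wells lacking enzyme for full effect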
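Test system: HK5 enzyme. Quantity: 5 µg/mL HK5 final. Reagent: glucose and ATP substrates. Schedule: 90 min reaction incubation at room temperature, dark. Technique: resazurin-to-resorufin fluorescence via G6PDH and diaphorase coupling, 525/613 nm. Control set: DMSO wells with and without enzyme mix.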
SENP7 inh – SENP7 protease inhibition | inhibition, % at 5 µM | recombinant SENP7, Z-RLRGG-aminoluciferin luminescence, 40 min | 1.5% of 330,000 active | AID 434973 | Q9BQF6;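 active means inhibition above about 50% at the single test dose, limit read from the data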;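 further: plate controls were DMSO with enzyme for no effect and no enzyme buffer wells for full effect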
Target sequence (Q9BQF6 706-1050 limits assumed): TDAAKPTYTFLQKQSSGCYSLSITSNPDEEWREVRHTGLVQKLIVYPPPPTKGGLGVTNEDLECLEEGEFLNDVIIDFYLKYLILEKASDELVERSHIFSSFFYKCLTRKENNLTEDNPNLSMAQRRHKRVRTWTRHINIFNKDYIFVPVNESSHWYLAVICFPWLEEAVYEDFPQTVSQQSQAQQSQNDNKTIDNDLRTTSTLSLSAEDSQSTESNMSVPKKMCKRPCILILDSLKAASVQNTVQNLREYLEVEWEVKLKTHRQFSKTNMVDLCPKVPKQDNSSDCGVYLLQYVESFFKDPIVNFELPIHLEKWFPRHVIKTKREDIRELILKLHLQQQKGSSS
SENP6 inh – blocks the human protease SENP6; 1.8% of 330,000 active; AID 2599; Recombinant SENP6 catalytic domain, aminoluciferin luminescence; inhibition, % at 10 µM;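 active means inhibition above about 50% at the single tested dose, limit read from the data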;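 further: plate controls were DMSO wells with enzyme for no effect and DMSO wells lacking enzyme for full effect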
Target sequence (Q9GZR1 628-1112 limits assumed): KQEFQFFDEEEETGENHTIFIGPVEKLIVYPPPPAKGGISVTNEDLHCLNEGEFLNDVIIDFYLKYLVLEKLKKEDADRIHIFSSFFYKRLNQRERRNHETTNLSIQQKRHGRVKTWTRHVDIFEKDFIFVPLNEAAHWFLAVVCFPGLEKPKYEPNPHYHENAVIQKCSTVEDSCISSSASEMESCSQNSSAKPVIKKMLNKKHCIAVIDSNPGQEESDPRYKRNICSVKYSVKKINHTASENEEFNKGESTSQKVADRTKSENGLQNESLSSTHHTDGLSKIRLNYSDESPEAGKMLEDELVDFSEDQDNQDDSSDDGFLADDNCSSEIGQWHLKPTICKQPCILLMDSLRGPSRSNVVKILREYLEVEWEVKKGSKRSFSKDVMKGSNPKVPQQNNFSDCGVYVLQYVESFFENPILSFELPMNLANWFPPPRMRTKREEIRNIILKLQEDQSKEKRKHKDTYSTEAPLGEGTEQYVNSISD
Apaf1 inhib – inhibitors of human Apaf-1 apoptosome; O14727; reconstituted apoptosome caspase-3 activity, DEVD-Rh110 fluorescence; inhibition, % at 20 µM; 0.71% of 330,000 active; AID 489030; active means inhibition of at least 40% at 20 µM;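 further: plate controls were DMSO wells for no effect and DEVD-CHO caspase inhibitor wells for full effect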
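System – cell-free apoptosome with Apaf-1, procaspase-3 and caspase-9 · Buffer or medium – pH 7.5 Hepes buffer with CHAPS, BSA, DTT · Also added – cytochrome c with DEVD-Rh110 · Times – 30 min compound preincubation, 50 min activation, room temperature · Technique – Rh110 fluorescence intensity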
SENP1 FRET inh – blocks the human SENP1 SUMO protease catalytic domain; 0.21% of 360,000 active; Q9P0U3; AID 624204; inhibition, % at 10 µM; recombinant SENP1 catalytic domain, CyPet-SUMO1-YPet FRET cleavage;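 active means inhibition at least 30% at 10 µM, raw YFP signal under a set limit, fluorescence ratio 0.5 to 1.5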;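 further: 0% = enzyme with DMSO and 100% = no enzyme wells; some results filed as inactive read as strong as hits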
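Compound: 10 µM single point, 0.5% DMSO; Test system: hSENP1 catalytic domain, recombinant; Timing: 50 min reaction at room temperature; Technique: FRET, CFP and YFP emission; Control set: no-enzyme wells low, DMSO-plus-enzyme wells high control.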
PfG6PD inh – PfG6PD (Plasmodium falciparum) enzyme inhibition | 0.78% of 350,000 active | inhibition, % at 20 µM | PfGluPho enzyme, NADPH resazurin-diaphorase fluorescence;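 active means inhibition reaching at least a set limit at 20 µM in the primary screen, cut at about 59% in these data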;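 further: 0% = DMSO wells with substrate and 100% = DMSO wells lacking glucose-6-phosphate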
NALP3 yeast inh – blocks the NALP3 inflammasome reconstituted in yeast. Yeast reconstituted NLRP3/ASC/caspase-1, beta-gal luminescence, 24 h. inhibition, % at 10 µM. 0.39% of 330,000 active;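 active means inhibition of 50% or more; inactive means inhibition below 50%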;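 further: plate controls were induced DMSO wells for no effect and uninduced yeast grown without galactose for full effect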
SENP8 block-2 – SENP8 protease inhibition; purified SENP8, Z-RLRGG-aminoluciferin cleavage, luminescence; inhibition, % at 10 µM; 1.2% of 330,000 active; AID 2540; in the data active means inhibition above about 50%
* hit, by the source's call; x = no result given.

SMILES	SENP8 block-1	HKDC1 inhibitor	SENP7 inh	SENP6 inh	Apaf1 inhib	SENP1 FRET inh	PfG6PD inh	NALP3 yeast inh	SENP8 block-2
CC(=O)OCC(OC(C)=O)C(OC(C)=O)C(OC(C)=O)C(=O)Nc1ccc(C)cc1C (stereo unspecified)	22	7	-8	-9	4	2	-22	11	-1
O=C(CN(C(=O)c1csnn1)c1cccc(C(F)(F)F)c1)NCc1ccc(F)cc1	2	-4	3	15	7	4	17	21	2
O=C(COC(=O)c1ccc(Cl)nc1)NNC(=O)c1ccc(Cl)cc1	4	-3	1	-8	1	0	1	3	-1
Cc1ccc2c(cnn2C(=O)CCCC(=O)NCc2ccc(F)cc2)c1	3	-4	10	6	5	-3	11	47	-11
O=C(OCc1cc2ccccc2[nH]c1=O)c1ccncc1	-15	-6	-7	-8	11	-1	12	-7	-13
CCCCOc1cc(CC2CNC(=O)N2)ccc1OC (stereo unspecified)	2	4	3	-12	-9	1	-18	24	2
O=C(NCc1cc(C(F)(F)F)ccc1Cl)c1cccc2c1C(=O)c1ccc(N3CCCCC3)cc1S2(=O)=O	-25	-3	0	2	0	-31	-12	13	8
Nc1c(Cl)cc(-c2cn(CCC(=O)O)c(-c3ccncc3)n2)cc1Cl	-136	-2	-6	-7	7	-2	5	16	-10
Cc1c(OCC(=O)N[C@@H](CSCc2ccccc2)C(=O)O)ccc2c3c(c(=O)oc12)CCC3	0	5	-12	-6	13	-1	-20	-3	-9
O=C(c1cccc(COCC(F)(F)C(F)F)c1)N1CCN(c2ccccc2)CC1	17	1	-9	-10	0	0	2	19	-14
CCOC(=O)N1CCN(C(=O)CN(CC)S(=O)(=O)c2cc(C)ccc2OC)CC1	7	-7	-5	2	2	1	7	-7	-5
CSCCC(NS(=O)(=O)c1ccc(C)cc1)C(=O)N1CC=C(c2ccccc2)CC1 (stereo unspecified)	-3	-4	-2	-8	25	0	1	8	-2
NC(=S)NN=CCn1cc([N+](=O)[O-])c(=O)[nH]c1=O	14	-6	x	x	x	2	25	x	x
CCS(=O)(=O)N1CCN(c2c(Cl)cccc2[N+](=O)[O-])CC1	25	-4	2	-1	2	1	-9	22	4
CCOc1ccc(NC(=O)CSc2nc3[nH]ncc3c(=O)n2-c2ccccc2OC)cc1	14	-1	8	9	12	-1	4	2	3
CC(C)CC[n+]1ccccc1/C=C/c1ccc(N(C)C)cc1	28	3	-3	1	7	79	-2	-2	7
COC(=O)c1ccc(N2CCN(C)CC2)c(NC(=O)c2cccs2)c1	10	-4	5	-10	1	5	11	0	-3
COc1ccc(Cn2c(C)nc3ccc([N+](=O)[O-])cc3c2=O)cc1	22	0	7	-2	13	1	-8	26	-8
CC1(C)CC(C(CC(=O)O)c2ccccc2)CCO1 (stereo unspecified)	5	-10	-2	-29	-8	3	-3	11	6
O=C(c1ccc(COc2ccccc2Br)o1)N1N=C(C(F)F)CC1(O)C(F)F (stereo unspecified)	23	3	-2	-1	13	-2	-13	12	-9
Cc1cc(C)n(CC(=O)NNC(=O)c2ccc(S(C)(=O)=O)cc2)n1	9	11	4	10	-6	0	-19	2	3
CCCn1cnnc1CNC(=O)C1CCC(=O)N(CCCc2ccccc2)C1 (stereo unspecified)	12	4	-4	-2	5	0	-14	-4	0
O=C(NC1CCCC1)c1ccc(CSc2nc3ccncc3n2Cc2ccc(F)cc2)cc1	8	1	2	-2	11	0	-1	4	-4
CCOc1ccccc1N1CCN(C(=O)/C=C/c2cccc([N+](=O)[O-])c2)CC1	24	-6	-8	-13	7	1	-1	-1	-5
Cc1ccc(C)c(N2N=C(C(=O)OCC(=O)N(C)c3ccccc3)CCC2=O)c1	9	-1	-4	-3	0	2	4	4	-14

4 entries from above in a different format.
| smiles | SENP8 block-1 | HKDC1 inhibitor | SENP7 inh | SENP6 inh | Apaf1 inhib | SENP1 FRET inh | PfG6PD inh | NALP3 yeast inh | SENP8 block-2 |
| --- | --- | --- | --- | --- | --- | --- | --- | --- | --- |
| O=C(OCc1cc2ccccc2[nH]c1=O)c1ccncc1 | -15 | -6 | -7 | -8 | 11 | -1 | 12 | -7 | -13 |
| CCCCOc1cc(CC2CNC(=O)N2)ccc1OC (stereo unspecified) | 2 | 4 | 3 | -12 | -9 | 1 | -18 | 24 | 2 |
| O=C(NCc1cc(C(F)(F)F)ccc1Cl)c1cccc2c1C(=O)c1ccc(N3CCCCC3)cc1S2(=O)=O | -25 | -3 | 0 | 2 | 0 | -31 | -12 | 13 | 8 |
| Nc1c(Cl)cc(-c2cn(CCC(=O)O)c(-c3ccncc3)n2)cc1Cl | -136 | -2 | -6 | -7 | 7 | -2 | 5 | 16 | -10 |

Other structures
SMILES	SENP8 block-1	HKDC1 inhibitor	SENP7 inh	SENP6 inh	Apaf1 inhib	SENP1 FRET inh	PfG6PD inh	NALP3 yeast inh	SENP8 block-2
CO[C@H]1CC[C@@]2(C)[C@@H](CC[C@@H]3[C@@H]2CC[C@@]2(C)[C@H]3C[C@H](C(=O)N[C@@H](CCCN=C(N)N)C(=O)NCC(=O)N[C@@H](CC(=O)O)C(N)=O)O[C@]23CCCO3)C1	6	-7	1	x	9	0	1	x	x
CCC(CC)Nc1ccc(C(CC(N)=O)NC(=O)Cc2ccc(Br)cc2)cc1[N+](=O)[O-] (stereo unspecified)	24	-1	16	-18	21	4	10	18	-9
O=C1NC(=Nc2ccccc2Cl)S/C1=C\c1cccc([N+](=O)[O-])c1O	48*	12	9	93*	13	58*	23	5	86*
CC(=O)c1ccc(NC(=O)c2cc(S(=O)(=O)N3CCOCC3)ccc2C)cc1	2	-6	-11	-8	-4	1	2	16	-6
Cc1ccccc1NC(=S)NCCc1c[nH]c2ccccc12	4	-1	9	3	-1	-3	7	9	8
CCc1nc(SCC(=O)Nc2ccc(N(CC)CC)cc2)n[nH]1	-13	-1	x	x	x	0	-6	x	x
COc1ccc(OC)c(/C=N/NC(=O)C(=O)N2CCCCCC2)c1	-480	-4	-8	-5	-10	3	20	21	-6
COc1ccc(OC)c(C2=NS(=O)(=O)N(C)C(C(=O)Nc3cccc(C(C)=O)c3)=C2)c1	17	-1	3	-4	1	14	9	5	4
CC(=O)c1c(N2CCC(C(N)=O)CC2)nc(=S)n(-c2ccccc2)c1C	16	-6	-4	-7	2	-1	6	14	-3
CC(=O)CCN1CCOCC1	8	-5	-6	-2	-26	3	-7	17	0
CCCOc1ccc(/C=N/NC(=O)C2CCCN2S(=O)(=O)c2ccc(Cl)cc2)cc1 (stereo unspecified)	28	2	-2	4	20	2	27	5	-4
O=[N+]([O-])c1ccc(O)c(/C=N/n2cnc3ccccc32)c1	13	-4	30	76*	-7	-69	4	27	56*
Cc1cccc(NC(=O)Cn2c(=O)oc3ccccc32)c1C	17	-5	0	-1	9	1	0	4	-9
O=C(NCCC1=CCCCC1)Nc1ccc2nsnc2c1	-456	5	9	23	15	-59	23	35	0
CSc1ncc(Cl)c(C(=O)Nc2ccccc2Br)n1	28	-6	7	11	-15	0	15	9	-1
O=C(NCc1ccccc1)C(c1cccnc1)N(C(=O)c1ccccn1)c1cccc(F)c1 (stereo unspecified)	13	-6	-10	-9	7	1	-14	6	-9
Cc1ccc(S(=O)(=O)NCCC(=O)N2CCN(S(=O)(=O)c3cccc(F)c3)CC2)cc1C	12	-3	15	-11	12	0	-5	9	-8
CCCCSc1nnc2c(n1)[nH]c1ccccc12	16	-12	0	-4	4	1	7	21	-7
COc1cccc(CN2CCN(C(=O)Nc3ccc([N+](=O)[O-])cc3)CC2)c1	30	-6	8	-17	1	1	-3	17	1
NNC(=O)Cn1nnc(-c2ccc(C(F)(F)F)cc2)n1	13	-4	4	-20	-10	2	6	12	5
CCCCN(C)C(=O)C1CCC(=O)N(c2cc(OC)c(OC)c(OC)c2)C1c1ccc(OC)cc1 (stereo unspecified)	13	1	2	18	0	-2	2	22	8
C/C(=N/OC(=O)c1ccc(C)cc1)C(=O)c1ccc(Br)cc1	0	0	2	-20	-2	3	-17	22	-6
CCn1c(CNC(=O)c2ccccc2F)nnc1SCCOc1ccccc1	9	1	-6	0	9	1	12	1	-2
N[C@@H](Cc1ccccc1)C(=O)N1CCC(C(=O)NCC(=O)Nc2ccc(F)cc2)CC1	-1	7	18	-6	12	-2	-1	23	-3
COC(=O)C1=C(NC(=O)COc2ccc3ccccc3c2)CCS1	-70	-9	-6	-3	1	0	2	8	-11
Following part
SMILES	SENP8 block-1	HKDC1 inhibitor	SENP7 inh	SENP6 inh	Apaf1 inhib	SENP1 FRET inh	PfG6PD inh	NALP3 yeast inh	SENP8 block-2
O=C(c1cccc(Br)c1)N1CCN(C(=O)c2cccc(Br)c2)CC1	26	2	0	-4	-4	1	12	-9	-2
CCOC(=O)c1cc(CC)sc1NC(=O)c1ccc([N+](=O)[O-])c(N2CCOCC2)c1	5	4	1	2	1	3	2	7	-3
CN(C)S(=O)(=O)c1ccc2oc(SCC(=O)c3c(N)n(C4CC4)c(=O)[nH]c3=O)nc2c1	7	-3	3	-13	-16	-1	17	-5	5
Cc1ccc(CNC(=O)C(C)C2Sc3ccccc3NC2=O)cc1 (stereo unspecified)	11	-4	6	-13	0	1	-4	4	1
CCOC(=O)C1CCCN(S(=O)(=O)c2cc(C(=O)OC)n(C)c2)C1 (stereo unspecified)	5	-6	-2	-1	2	1	1	-8	-5
COc1ccc(Br)c(C(=O)OCC(=O)NC2CCCCCC2)c1	5	5	2	-8	14	2	-8	34	-4
CCc1ccc(NC(=O)C2CCN(C(=O)N3CCOc4ccccc43)CC2)cc1	1	-5	2	5	8	2	1	12	-4
CCn1c(SCC(=O)Nc2ccc3c(c2)OCO3)nc2c1c(=O)n(C)c(=O)n2C	28	-4	3	-10	-2	2	-11	21	-4
Cc1cccn2c(=O)c3cc(C(=O)NCC4CCCO4)c(=N)n(Cc4ccc(F)cc4)c3nc12 (stereo unspecified)	-356	-6	2	-5	5	-24	43	10	0
O=C(O)c1cc2cccc(S(=O)(=O)N3CCCCC3)c2cc1O	-212	-3	7	-13	6	20	-13	-6	7
COc1ccc(CNC(=O)CNC(c2ccccc2)c2ccccc2)cc1OC	2	-3	3	6	0	2	-7	24	4
COc1ccc(CCN(Cc2ccc(C(C)C)cc2)S(=O)(=O)c2ccc(S(=O)(=O)N(C)C)cc2)cc1OC	6	-13	5	-20	0	0	-4	-2	-5
CCCn1c(N)c(NCCN2CCOCC2)c(=O)[nH]c1=O	-132	-10	6	-10	-1	-18	2	5	-5
O=C(NCc1ccccn1)c1c(O)c2c([nH]c1=O)CCCC2	5	-9	54*	-17	-3	2	-11	16	4
COCC(C)NC(=O)C1CCN(S(=O)(=O)c2ccc3ccccc3c2)CC1 (stereo unspecified)	7	-4	-2	-2	-1	1	-4	16	0
COc1ccc(C)cc1S(=O)(=O)N1CCC(C(=O)N2CCOCC2)CC1	12	7	-11	-9	-5	3	-19	-3	-7
CN=C1S/C(=C\c2cn(CC(=O)OC)c3ccccc23)C(=O)N1C	1	-3	-33	11	-3	-10	8	10	-3
Cc1ccc(Cl)c(OCCCCN(C)Cc2ccccc2)c1	16	10	-3	-4	17	2	0	27	-1
Cc1ccc(Nc2ncnc(-n3cccc3)n2)cc1Cl	19	-6	26	11	11	-3	10	14	-5
CCc1cccc2c(C(=O)C(NCCCOC)c3ccccc3)c[nH]c12 (stereo unspecified)	5	2	13	-19	5	0	0	23	-5
COc1ccc(OC)c(C2=NO[C@@](CC(=O)O)(C(=O)Nc3ccc4c(c3)OCCO4)C2)c1	-63	9	-2	-15	6	0	-13	7	-1
